MEP2 TOR yeast: yeast TOR pathway MEP2-GFP modulation; GFP response vs DMSO, % at 10 µM; S. cerevisiae MEP2-GFP strain, flow cytometry GFP, 3 h; 100% = DMSO control level; AID 2016; 330,000 tested, 0.51% active;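 active = GFP response versus DMSO above a set limit, roughly screen mean plus 3 SD, cut at about 180% in these data; inconclusive = fewer than 70 cells counted for a yeast strain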;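 also: median GFP fluorescence of the barcode-gated MEP2-GFP cells per well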
procasp3 activ: activates human procaspase-3 | P42574 | recombinant procaspase-3 D3A, Ac-DEVD-pNA absorbance 405 nm | activation, % at 8.5 µM | 330,000 tested, 0.11% active | AID 463141;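 active = activation above the mean of all tested compounds plus 3 SD, cut at about 21% in these data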;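 also: 0% = DMSO alone and 100% = DMSO wells spiked with extra 5 µM PC-3 D3A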
Target sequence (P42574 whole entry D9A/D28A/D175A): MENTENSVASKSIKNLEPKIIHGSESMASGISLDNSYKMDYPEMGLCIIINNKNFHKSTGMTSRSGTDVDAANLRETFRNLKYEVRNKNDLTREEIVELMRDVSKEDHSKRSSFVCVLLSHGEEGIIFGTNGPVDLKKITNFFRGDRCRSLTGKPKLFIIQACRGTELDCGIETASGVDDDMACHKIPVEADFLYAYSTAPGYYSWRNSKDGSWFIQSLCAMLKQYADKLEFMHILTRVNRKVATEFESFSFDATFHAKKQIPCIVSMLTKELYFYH
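Compound: 8.5 µM single point, 0.8% DMSO / Material: Autoprocessing-dead procaspase-3 D3A mutant enzyme / Timing: 1 h preincubation plus 2 h reaction at 25 °C / Medium: Zinc-free HEPES/NaCl buffer with 0.01% Triton X-100 at pH 7.4 / Technique: 405 nm absorbance of p-nitroaniline, reads at 0 and 120 min / Repeats: one well per compound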
proCasp7 act: counter-screen for procaspase-3 activators: activators of human procaspase-7. activation, % at 8.5 µM. recombinant procaspase-7, Ac-DEVD-pNA absorbance 405 nm; D23A/D198A/D206A triple mutant, cannot self-cleave; scale: DMSO 0, 5 µM enzyme 100. P55210. 330,000 tested, 0.093% active;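 active = percent activation above the screen-wide mean plus 3 SD, cut at about 25% in these data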
Target sequence (P55210 whole entry D23A/D198A/D206A): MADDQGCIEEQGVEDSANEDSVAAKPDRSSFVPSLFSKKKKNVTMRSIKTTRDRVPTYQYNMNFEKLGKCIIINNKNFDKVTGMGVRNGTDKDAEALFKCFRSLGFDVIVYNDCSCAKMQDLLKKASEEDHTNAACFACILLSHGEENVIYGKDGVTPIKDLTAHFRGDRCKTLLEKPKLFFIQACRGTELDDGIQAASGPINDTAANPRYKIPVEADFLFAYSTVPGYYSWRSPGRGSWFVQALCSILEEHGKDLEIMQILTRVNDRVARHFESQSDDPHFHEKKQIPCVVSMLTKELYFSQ
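Test system: Procaspase-7 triple mutant (PC-7 D3A). Also added: Ac-DEVD-pNA substrate, 400 µM as added. Schedule: 1 h enzyme–compound preincubation and 2 h substrate reaction, both 25 °C. Signal: p-Nitroaniline absorbance at 405 nm, read at 0 and 120 min. Control set: low DMSO alone, high DMSO plus 5 µM PC-7.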
AGP1 TOR yeast: alters AGP1-GFP fluorescence in TOR pathway yeast screen | GFP response vs DMSO, % at 10 µM | 320,000 tested, 0.02% active | S. cerevisiae AGP1-GFP multiplex flow cytometry, 3 h; GFP as percent of DMSO wells;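 active = GFP response relative to DMSO above a set limit, near screen average plus 3 SD, cut at about 150% in these data; inconclusive = fewer than 70 cells counted for the yeast strain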;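 also: median GFP channel fluorescence of the gated AGP1 strain per well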
AHR activator: human AHR activation; P35869; AHR-responsive luciferase reporter cells, luminescence; activation, % at 5 µM; 320,000 tested, 2.5% active; in the data active = activation above about 47%;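 also: 0% = vehicle wells and 100% = reference agonist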
RPL19A-GFP yeast: yeast TOR pathway RPL19A-GFP modulation. percent response vs DMSO, % at 10 µM. S. cerevisiae RPL19A-GFP strain, flow cytometry, 3 h; active compounds read low. 330,000 tested, 0.3% active. AID 2025;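 active = percent response vs DMSO below 50%; inconclusive = fewer than 70 events counted for the yeast strain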;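 also: median channel GFP fluorescence of the barcoded RPL19A-GFP strain; ratio of sample median GFP to plate DMSO average so 100% = DMSO; lower means less RPL19A-GFP as with rapamycin TOR inhibition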
LAP4 TOR yeast: yeast TOR pathway LAP4-GFP modulation; S. cerevisiae LAP4-GFP multiplex, flow cytometry GFP, 3 h; median GFP as percent of DMSO wells; GFP response vs DMSO, % at 10 µM; 320,000 tested, 0.34% active; AID 2023;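 active = GFP response vs DMSO above a set limit, about the screen mean plus 3 SD, cut at about 150% in these data; inconclusive = under 70 cell events counted for the yeast strain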
CIT2-GFP yeast: alters CIT2-GFP fluorescence in TOR pathway yeast screen; S. cerevisiae CIT2-GFP strain, flow cytometry, 3 h; 100 means same as DMSO wells; GFP response vs DMSO, % at 10 µM; 320,000 tested, 0.065% active; AID 2029;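 active = GFP response relative to DMSO above a set limit, near the screen mean plus 3 SD, cut at about 150% in these data; inconclusive = Fewer than 70 cells measured for a yeast strain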;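 also: ratio of well median GFP fluorescence to mean of DMSO wells on the plate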
The depositor's hits bear a star; ? = inconclusive; nt = no result given; & = joins results of further samples; [ ] = another dose, or the depositor's remark. The order is random. Share with any hit: about 3.5%.

SMILES	MEP2 TOR yeast	procasp3 activ	proCasp7 act	AGP1 TOR yeast	AHR activator	RPL19A-GFP yeast	LAP4 TOR yeast	CIT2-GFP yeast
CCOC(=O)CC(=O)CSc1nc2c(sc(=S)n2-c2ccccc2)c(=O)[nH]1	102	4	6	98	1	94	103	97
CC1CN(S(=O)(=O)c2ccc(F)cc2)CN1C(=O)N1CCOCC1 (configuration not stated)	114	3	13	104	-1	104	119	104
NC(=O)CSc1nc2scc(-c3ccc(Cl)cc3)c2c(=O)n1Cc1ccccc1	106	0	-7	99	11	107	96	105
Cc1ccc2nc(SCC(=O)Nc3ccc(Cl)cc3)nc(=O)n2c1	92	5	10	109	-2	100	121	97
Cc1nc2ccc(S(=O)(=O)N(C)CC(=O)NC(C)c3ccccc3)cc2s1 (configuration not stated)	107	-7	-2	105	2	100	102	108
O=C(c1ccc(F)cc1)N1CCN=C1c1ccccc1	117	-1	0	98	-1	98	105	102
Cc1ccc(N/C(SCc2ccccc2C)=C(/C#N)C(=O)NCc2ccco2)cc1C	108	4	3	107	10	106	104	106
CC(=O)Nc1cccc(NC(=O)CSc2nccn2Cc2ccccc2)c1	106	5	6	101	1	105	96	104
COc1ccc(-c2csc(N(C)C(=O)c3ccco3)n2)cc1	101	-2	-2	93	10	102	100	95
N#CC1=C(N)N(c2ccccc2)C(c2ccccc2)C1(C#N)C#N (configuration not stated)	101	4	4	101	0	100	98	97
CC(NS(=O)(=O)c1cccc(Cl)c1)C(=O)N(C)C1CCN(C)CC1 (configuration not stated)	107	7	9	98	-1	93	116	78
CCOC(=O)Cc1c(C)nc2cc(-c3ccc(C)cc3)[nH]n2c1=O	102	-3	5	100	20	96	104	100
COc1ccc(NC(=O)COC(=O)c2cc(=O)c3ccccc3o2)cc1OC	97	-4	-3	99	4	95	99	93
Nc1nnc(SCC(=O)c2ccc3c(c2)NC(=O)CO3)s1	100	5	6	95	3	92	96	94
Cc1ccc(NC(=O)c2cc(=O)[nH]c3ccccc23)cc1C	129	nt	nt	88	nt	95	111	106
O=C(Nc1ccc2nc(-c3ccco3)[nH]c2c1)c1cccs1	98	8	3	99	-1	100	104	93
O=Cc1cc(N=Nc2cccc(C(=O)O)c2)ccc1O	101	1	-14	111	4	102	116	93
CCn1c(=O)c2ccccc2n(CC(=O)N2CCCc3ccccc32)c1=O	92	7	-4	94	-1	97	87	91
COCCOC(=O)C1=C(C)NC(=S)NC1c1cccs1 (configuration not stated)	107	11	1	103	2	101	107	98
CC(=O)N1CCC(=NNC(=O)c2cc3ccccc3cc2O)CC1	117[may fluoresce violet]	7	0	16[may fluoresce violet]	3	42*[may fluoresce violet]	83[may fluoresce violet]	?
COc1ccc(N(CC(=O)N2CCN(Cc3ccccc3)CC2)S(C)(=O)=O)c(OC)c1	104	-2	-7	98	-1	104	92	98
COc1cc(/C=N/NC(=O)c2ccoc2C)ccc1OCCN1CCCCC1	99	nt	nt	89	nt	102	75	82
CCOC(=O)CC[C@H](NC(=O)Cn1cnc2c(OCc3ccccc3)ncnc21)C(=O)OCC	94	13	8	93	-2	93	87	91
Cc1ccc(-c2nnc3sc(CCc4ccccc4)nn23)cc1	101	3	-3	98	6	92	108	93
COc1ccc([N+](=O)[O-])cc1NC(=O)COC(=O)c1ccccn1	97	-1	-4	97	2	93	99	89
(more compounds)
SMILES	MEP2 TOR yeast	procasp3 activ	proCasp7 act	AGP1 TOR yeast	AHR activator	RPL19A-GFP yeast	LAP4 TOR yeast	CIT2-GFP yeast
Cc1ccc(CNS(=O)(=O)c2c(N)n(C)c(=O)n(C)c2=O)cc1	101	4	4	101	9	105	95	102
N#CCc1nc2n(n1)Cc1ccccc1-2	98	9	5	104	6	101	104	107
COc1ccccc1N1C(=O)C2C(C(=O)c3ccccc3)=NN(c3ccccc3OC)C2C1=O (configuration not stated)	97	21	26	100	-1	93	103	90
Cc1c(C(=O)NCc2ccco2)cccc1[N+](=O)[O-]	102	0	0	97	-3	102	103	97
CCCCn1c(N)c(N(CCC(C)C)C(=O)c2cc(S(=O)(=O)N3CCOCC3)ccc2F)c(=O)[nH]c1=O	87	9	3	84	2	87	84	77
C=CCn1c(CNc2ccccc2)nnc1SCC(=O)N/N=C/c1ccc(O)cc1O	102	-12	-5	108	4	99	93	102
Cc1ccc(S(=O)(=O)NC2(C(F)(F)F)NC(=O)N(C)C2=O)cc1 (configuration not stated)	97	-3	6	101	0	98	94	97
COc1ccccc1/C=C/C1NC(=O)NC(C)=C1C(=O)OC(C)C (configuration not stated)	99	5	3	107	11	100	102	104
CN1CCC2(CC1)C1CN(C)CC=C1C(C#N)=C(N)C2(C#N)C#N (configuration not stated)	101&112	2&-3	5&-2	94&90	4&6	98&106	91&94	99&94
CC1(C)Cc2ccccc2C(NN=C2CCCC2)=N1	96	-1	-2	95	11	96	94	101
Cc1ccc(-n2nc3c(c2NC(=O)c2ccccc2Br)CS(=O)C3)cc1 (configuration not stated)	97	-2	7	99	3	101	89	86
CCCCn1c(=O)n(CC(O)c2ccccc2)c(=O)c2c1ncn2C1CCCC1 (configuration not stated)	99	4	7	103	-2	103	104	95
COc1cc2[nH]ccc(=O)c2cc1OC	91	-1	16	86	1	98	102	98
CC(C)c1ccc(NC(=O)COc2ccc(F)cc2C(=O)c2cnn(-c3ccccc3)c2)cc1	106	-3	14	75	24	99	103	78
CN1CCNC(=O)C1CC(=O)O (configuration not stated)	108	1	-3	102	-1	103	99	89
Cc1cccc(Oc2nccc(C(F)(F)F)c2C(=O)Nc2ccc(F)cc2F)c1	105	1	12	113	2	104	109	111
CC(=O)C1=C(O)C(=O)N(Cc2cccnc2)C1c1ccccc1 (configuration not stated)	99	-1	3	102	-1	99	106	103
CN1CCN(Cc2cn[nH]c2-c2ccc(F)cc2F)[C@@H](c2ccccc2)C1	100	5	4	100	-1	96	97	99
CC1CCN(S(=O)(=O)c2ccc3c(ccn3CCC(=O)N3CCCCC3)c2)CC1	104	8	0	108	1	106	101	106
Cc1ccc(C)c(NC(=O)C(=O)NCCCN2CCOCC2)c1	95	3	9	103	-1	100	93	105
COc1cc(C(=O)NCCNC(=O)c2cc(OC)c(C)c(OC)c2)cc(OC)c1C	97	-2	11	106	4	97	115	98
O=C(CS(=O)(=O)Cc1ccccc1)NCc1ccc2c(c1)OCO2	99	1	1	107	1	100	98	101
CCOc1ccccc1C1C2CCCCC2(O)CCN1C(=O)c1cccs1 (configuration not stated)	104	5	-4	98	-1	100	90	104
O=C(NCc1ccco1)c1cc(S(=O)(=O)N2CCCc3ccccc32)ccc1Cl	102	-16	-6	97	2	96	101	92
CCOc1ccc(C2CC(c3cccc(C)c3)n3nc(N)nc3N2)cc1 (configuration not stated)	97	3	1	104	-2	99	105	101

Compound profiles, as listed above. Order of values: MEP2 TOR yeast | procasp3 activ | proCasp7 act | AGP1 TOR yeast | AHR activator | RPL19A-GFP yeast | LAP4 TOR yeast | CIT2-GFP yeast
C=CCn1c(CNc2ccccc2)nnc1SCC(=O)N/N=C/c1ccc(O)cc1O across the screens: 102 | -12 | -5 | 108 | 4 | 99 | 93 | 102
Cc1ccc(C)c(NC(=O)C(=O)NCCCN2CCOCC2)c1 across the screens: 95 | 3 | 9 | 103 | -1 | 100 | 93 | 105
O=C(CS(=O)(=O)Cc1ccccc1)NCc1ccc2c(c1)OCO2 across the screens: 99 | 1 | 1 | 107 | 1 | 100 | 98 | 101
CC(=O)C1=C(O)C(=O)N(Cc2cccnc2)C1c1ccccc1 (configuration not stated) across the screens: 99 | -1 | 3 | 102 | -1 | 99 | 106 | 103

(more compounds)
SMILES	MEP2 TOR yeast	procasp3 activ	proCasp7 act	AGP1 TOR yeast	AHR activator	RPL19A-GFP yeast	LAP4 TOR yeast	CIT2-GFP yeast
O=C(Nc1ccc(N2CCCC2)cc1)c1ccc2ccccc2c1	101	8	-1	98	0	102	102	95
N#Cc1cccc(S(=O)(=O)Nc2c(NC3CCCCC3)c3ccccc3oc2=O)c1	104	0	-4	103	-3	104	95	109
COc1ccc(Cl)cc1-c1nc(SCC(=O)N(C)CCC#N)n[nH]1	101	-4	10	101	23	95	97	102
Cn1c(=O)oc2cc(S(=O)(=O)N3CCCC(C(=O)NCC4COc5ccccc5O4)C3)ccc21 (configuration not stated)	103	-2	7	105	-3	99	104	103
Cc1cc(C(=O)CSCCCn2c(=O)[nH]c3ccccc32)c(C)n1C	96	-12	-18	102	2	102	109	95
COc1ccc(S(=O)(=O)N(C)c2ccc(C(=O)N3CCCC3)cc2)cc1	107	4	-1	103	1	99	100	96
CN(C)N1C(N)=C(C#N)C(c2ccc(F)cc2)C2=C1CCCC2=O (configuration not stated)	101	9	6	94	0	102	94	95
Nc1ncnc(Nc2ccc(F)c(Cl)c2)n1	86	4	-4	104	5	94	97	101
Cc1sc(NC(=O)c2cccs2)c(C(N)=O)c1C	103	-14	-13	96	34	97	112	89
O=C(CSc1ncnc2c1oc1ccccc12)N1CCN(c2ccccc2)CC1	101	-14	2	101	1	103	106	108
CC1(OC(=O)C2CCCC2)C(=O)C=C2C=C3CCCN3C=C2C1=O (configuration not stated)	97	-4	2	93	1	104	129	101
CCN(Cc1ccccc1)C(=O)C(=O)c1cn(CC(=O)N2CCCC2)c2ccccc12	105	4	-8	112	8	102	102	178*
COc1ccc(NC(=O)COC(=O)[C@@H]2CCCN2C(=O)c2cccs2)c(OC)c1	102	1	-5	102	2	97	94	100
Cn1c(=O)c2c(C(=O)O)cc(-c3ccccc3)nc2n(Cc2ccccc2)c1=O	107	-1	4	101	-7	103	104	104
Cc1nc2ccccn2c1C(=O)/C=C/c1cccc([N+](=O)[O-])c1	103	-6	-1	94	60*	102	105	104
CC1CC(C)CN(S(=O)(=O)c2ccc(NC(=O)C3CSC4(C)CCC(=O)N34)cc2)C1 (configuration not stated)	100	-10	6	104	0	97	103	109
CCN(CC(=O)Nc1ccc(N2CCOCC2)cc1)Cc1nc2ccccc2c(=O)[nH]1	105	-1	0	107	42	106	101	107
COc1ccc(/C=C2/SC(=S)N(NS(=O)(=O)c3ccc(C)cc3)C2=O)cc1	101	-11	-10	93	2	101	92	93
CCOCCCNc1nc2c(c(=O)n(C)c(=O)n2C)n1CCCc1ccccc1	101	3	9	107	5	100	93	107
O=S1(=O)CC=C(CSc2nc3ccccc3[nH]2)C1	101	2	7	103	0	102	99	100
CC(C)CNC(=S)NC1CC2CCCC(C1)N2Cc1cccs1 (configuration not stated)	98	-3	12	103	1	100	103	103
Nc1cc(=O)[nH]c(SCC(=O)Nc2cccc(S(=O)(=O)N3CCCCCC3)c2)n1	88	3	6	96	0	100	87	108
COc1ccc(C(=O)NC(=S)NNC(=O)c2ccncc2)cc1Br	110	-1	-10	108	2	102	132	76
CCc1ccccc1NC(=O)CCS(=O)(=O)c1ccc2c(c1)CCCN2C(C)=O	113	-4	-2	111	1	107	107	100
CCOc1cc(C)nc(N2CCC(C(=O)Nc3ccccc3OCC)CC2)n1	113	0	7	98	0	95	95	99
CCSc1nc2sc3c(c2c(=O)n1CC)CCC3	102	nt	nt	108	nt	105	97	103
Cc1c(C(C)NC(=O)c2cc(COc3cccc4cnccc34)on2)cnn1C (configuration not stated)	102	9	-7	100	4	96	96	101

Source: PubChem
